# NPYLR7 agonist – activates Aedes aegypti NPYLR7 receptor; HEK293T NPYLR7/Galpha15, GCaMP6s calcium fluorescence; AID 1259423; activation, % at 10 µM; 270,000 compounds, 0.15% hits; in the data active = activation above about 40%;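 note: 0% = vehicle and 100% = reference agonist at the receptor; some compounds past the cut are filed as inactive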
# hcGAS lum – inhibitors of human cGAS. Q8N884. recombinant h-cGAS, ATP depletion, Kinase-Glo luminescence. inhibition, % at 12.5 µM. 290,000 compounds, 0.081% hits;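 note: 0% = vehicle reaction and 100% = reaction without DNA for no activity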
# Target sequence (Q8N884 whole entry, looked up): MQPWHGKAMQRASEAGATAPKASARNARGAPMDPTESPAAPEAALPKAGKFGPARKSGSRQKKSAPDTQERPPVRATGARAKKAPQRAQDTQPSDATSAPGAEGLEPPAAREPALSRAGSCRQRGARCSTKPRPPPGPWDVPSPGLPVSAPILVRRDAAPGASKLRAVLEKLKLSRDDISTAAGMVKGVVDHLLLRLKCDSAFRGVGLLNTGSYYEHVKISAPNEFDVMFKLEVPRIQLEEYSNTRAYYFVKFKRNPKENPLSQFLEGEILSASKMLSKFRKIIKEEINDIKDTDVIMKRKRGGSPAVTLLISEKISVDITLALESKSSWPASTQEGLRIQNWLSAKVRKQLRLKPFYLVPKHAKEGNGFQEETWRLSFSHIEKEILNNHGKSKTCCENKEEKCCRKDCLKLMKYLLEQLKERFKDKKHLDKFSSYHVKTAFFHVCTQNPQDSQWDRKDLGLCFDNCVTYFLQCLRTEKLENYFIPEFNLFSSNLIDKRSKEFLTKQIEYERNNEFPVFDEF
# mcGAS lum – blocks mouse cGAS activity; Q8C6L5; inhibition, % at 12.5 µM; recombinant cGAS, Kinase-Glo ATP depletion luminescence; 160,000 compounds, 0.15% hits; AID 1259399;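 note: 0% = negative control wells and 100% = reference inhibitor with no enzyme activity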
# The depositor's hits bear a star; . = no result given; & = joins results of further samples. Cut-off read from the data, not from the text of the source, unless noted: active = inhibition above about 40%; inactive = the rest.
SMILES,NPYLR7 agonist,hcGAS lum,mcGAS lum
CCOC(=O)C1(CC2CCCCO2)CCN(C(=O)Nc2ccccc2C(=O)OC)CC1 (stereo not given),9,-9,.
O=C1NCCN2CCN(C(=O)Cn3cc(C(F)(F)F)ccc3=O)CC12 (stereo not given),-3,-5,.
COc1ccc2cc(C(C)C(=O)NNC(=O)C(C)Oc3ccc(F)cc3)ccc2c1 (stereo not given),3,-8,-6
COCCN(CCC(=O)N1CCN(c2cccc(C(F)(F)F)c2)CC1)c1nc(Cc2cccc(OC)c2)ns1,21,-4,-6
COC(=O)c1c(C)[nH]c(C(=O)C(C)N2CCC(C)CC2)c1C (stereo not given),1,-1,0
CCc1cc2c3c(c1)C(C)=CC(C)(C)N3C(=O)C2=O,8,-4,.
O=C(Nc1sc2c(c1-c1nc3ccccc3s1)CCCC2)C1=COCCO1,10,-9,.
CC1(C)OC(=O)N(CCN2C(=O)OC(C)(C)C2(C)O)C1(C)O (stereo not given),13,-8,-3
COC(=O)N1CCc2c(sc(NC(=O)c3ccccc3)c2C(N)=O)C1,9,-4,.
CS(=O)(=O)Nc1ccc2c(c1)OCCO2,7,0,-4
COc1cc(C(=O)N2CCCC(N3CCCC3)C2)ccc1OC1CCCC1 (stereo not given),1,-4,.
Cc1ccc(F)cc1S(=O)(=O)N1CCN(c2nccc(-c3cccc(C(F)(F)F)c3)n2)CC1,12,1,-4
CCOc1ccc(CN2CC[C@@](C)(O)[C@@H](Cc3ccccc3)C2)cn1,0,-4,.
O=C1C(C(c2ccc(Cl)cc2)N2CCCC2)Sc2nc(-c3ccco3)nn21 (stereo not given),-3,-7,-6
Cc1nc(N(C)CC(=O)NC2CC2)c2c3c(sc2n1)CCC3,-2,-3,.
CCn1c(SCCCc2nc(-c3cccs3)no2)n[nH]c1=O,5,-5,-16
CC(O)(CN1CCC(Nc2ccccc2)C1)c1cccc(C(F)(F)F)c1 (stereo not given),8,-8,.
CCCn1ncc(C(=O)N2CCC3(CCCN(Cc4cccc(C)c4)C3)C2)c1C (stereo not given),6,-12,-13
O=C(C1C[C@@H]1c1ccccc1)N(Cc1cccc(Cl)c1)Cc1nc2cc(Cl)ccc2o1 (stereo not given in full),-6,2,0
CC(C)NC(=O)C1CCC(Cn2c(=O)c3sccc3n(Cc3ccccc3Cl)c2=O)CC1 (stereo not given),2,-2,-6
O=C(c1ccc(-c2ccsc2)nc1)N1CCCC(c2ccccc2)CC1 (stereo not given),4,-5,.
O=C(NN=Cc1ccc(O)cc1)c1cc(-c2cccc([N+](=O)[O-])c2)n[nH]1,1,-2,-3
Cc1cc(/C=C(/C#N)c2nc(N)nc(N(C)C)n2)c(C)n1C(C)C,-1,-9,-5
O=C(O)C1=Cc2sc3c(c2CS1)CCCC3,3,-2,.
Cc1ccc(CC(=O)Nc2cc(Cl)c(Cl)cn2)cn1,-9,-8,.
COc1ccc(-n2c(C)ccc2-c2ccccc2)cn1,7,-1,-5
CCN(CC)C(=O)Oc1ccc2c(ccn2Cc2ccc(OC(F)(F)F)c(Cl)c2)c1-c1cc(F)cc(F)c1,9,1,0
COCC(=O)N(Cc1cc(N)ccc1N(C)C)CC1CC1,-2,9,.
COc1cccc(OC)c1-c1cnnc(NCCN2CCCc3ccccc32)n1,19,-7,.
Cc1ccc2oc(CN(Cc3ccccc3Cl)C(=O)c3ccc(F)c(F)c3)nc2c1,3,-8,-7
CCOc1ccnc(NCCN2CCCOC2=O)n1,-2,-2,.
Cc1cccc(C2(C(=O)C(C#N)C(=O)Nc3ccccc3F)CC2)c1 (stereo not given),2,4,.
CCn1nnc2c(NCc3ccc(F)cc3)ncnc21,12,-9,.
Oc1ccc(-c2cccc(Nc3ccc(Oc4ccccc4)cc3)n2)cc1,-9,-7,-2
Cc1ncc(CN2CCC(n3nccc3NC(=O)Nc3ccccc3Cl)CC2)s1,5,-7,.
CCOC(=O)c1c(C2CC2)csc1NC(=O)COC(=O)CN1C(=O)NC(C)(C)C1=O,4,-5,.
C=C(C)CN(CC)C(=O)[C@@H]1C[C@H](NC(=O)C2CCCCC2)CN1C,1,-2,.
O=C(Nc1ccc(N2CCN(C(=O)C3C[C@H]3c3ccccc3)CC2)nc1)c1ccco1 (stereo not given in full),3,0,-4
CCCCc1ccc(-c2ccc(-n3cncc3C(=O)NCCCSC)cc2)cc1,3,-9,-8
O=C1Nc2ccc(Br)cc2C12CCCC2,2,5,0
CN1CCN(C(CNS(=O)(=O)c2ccccc2F)c2ccsc2)CC1 (stereo not given),6,-6,-6
COc1cc2c(cc1OC)CN(C(=O)c1c(C)noc1-c1cccnc1)CC2,2,0,-4
O=C(c1cccc(F)c1)N(Cc1ccco1)Cc1nccn1Cc1ccccc1,17,-5,-5
Nc1ccc(-c2cnc(-c3ccc(N)cc3)nc2)cc1,-3,3,-1
Cc1noc2nc3c(c(C(=O)N4CCC(N5CCCC5=O)CC4)c12)CCC3,5,-6,.

# Results in hcGAS lum, for some of the entries so far:
SMILES	hcGAS lum
Cc1ccc(F)cc1S(=O)(=O)N1CCN(c2nccc(-c3cccc(C(F)(F)F)c3)n2)CC1	1
CCn1nnc2c(NCc3ccc(F)cc3)ncnc21	-9

# 21 of the compounds above, with bars between the fields.
molecule | NPYLR7 agonist | hcGAS lum | mcGAS lum
Cc1ccc(CC(=O)Nc2cc(Cl)c(Cl)cn2)cn1 | -9 | -8 | .
COc1ccc(-n2c(C)ccc2-c2ccccc2)cn1 | 7 | -1 | -5
CCN(CC)C(=O)Oc1ccc2c(ccn2Cc2ccc(OC(F)(F)F)c(Cl)c2)c1-c1cc(F)cc(F)c1 | 9 | 1 | 0
COCC(=O)N(Cc1cc(N)ccc1N(C)C)CC1CC1 | -2 | 9 | .
COc1cccc(OC)c1-c1cnnc(NCCN2CCCc3ccccc32)n1 | 19 | -7 | .
Cc1ccc2oc(CN(Cc3ccccc3Cl)C(=O)c3ccc(F)c(F)c3)nc2c1 | 3 | -8 | -7
CCOc1ccnc(NCCN2CCCOC2=O)n1 | -2 | -2 | .
Cc1cccc(C2(C(=O)C(C#N)C(=O)Nc3ccccc3F)CC2)c1 (stereo not given) | 2 | 4 | .
CCn1nnc2c(NCc3ccc(F)cc3)ncnc21 | 12 | -9 | .
Oc1ccc(-c2cccc(Nc3ccc(Oc4ccccc4)cc3)n2)cc1 | -9 | -7 | -2
Cc1ncc(CN2CCC(n3nccc3NC(=O)Nc3ccccc3Cl)CC2)s1 | 5 | -7 | .
CCOC(=O)c1c(C2CC2)csc1NC(=O)COC(=O)CN1C(=O)NC(C)(C)C1=O | 4 | -5 | .
C=C(C)CN(CC)C(=O)[C@@H]1C[C@H](NC(=O)C2CCCCC2)CN1C | 1 | -2 | .
O=C(Nc1ccc(N2CCN(C(=O)C3C[C@H]3c3ccccc3)CC2)nc1)c1ccco1 (stereo not given in full) | 3 | 0 | -4
CCCCc1ccc(-c2ccc(-n3cncc3C(=O)NCCCSC)cc2)cc1 | 3 | -9 | -8
O=C1Nc2ccc(Br)cc2C12CCCC2 | 2 | 5 | 0
CN1CCN(C(CNS(=O)(=O)c2ccccc2F)c2ccsc2)CC1 (stereo not given) | 6 | -6 | -6
COc1cc2c(cc1OC)CN(C(=O)c1c(C)noc1-c1cccnc1)CC2 | 2 | 0 | -4
O=C(c1cccc(F)c1)N(Cc1ccco1)Cc1nccn1Cc1ccccc1 | 17 | -5 | -5
Nc1ccc(-c2cnc(-c3ccc(N)cc3)nc2)cc1 | -3 | 3 | -1
Cc1noc2nc3c(c(C(=O)N4CCC(N5CCCC5=O)CC4)c12)CCC3 | 5 | -6 | .

# Following part
SMILES,NPYLR7 agonist,hcGAS lum,mcGAS lum
COCCN(CC(=O)N1CC(=O)N(c2cccc(C)c2)C1)C(=O)COc1ccccc1,0,-6,-4
CCc1cc(N2CCN(c3ccccc3Cl)CC2)nc(SCc2cccc(C(=O)NCC3CCCO3)c2)n1 (stereo not given),.,1,2
Cc1nc(CN2CCN(C(=O)CC(=O)Nc3ccc(F)c(Cl)c3)CC2)cs1,4,-6,.
O=C(Nc1ccc(F)c([N+](=O)[O-])c1)c1cc(-c2ccccc2Cl)nc2ccccc12,2,-2,-2
CCOC(=O)CCCSc1nnc(-c2ccc(F)cc2)n1-c1ccc(C)cc1,-6,-9,-8
C=CCN(Cc1nccn1Cc1c(F)cccc1Cl)C(=O)NC(C)C,6,1,-2
CC(=O)Nc1ccc(C)c(S(=O)(=O)NCc2nc3ccccc3s2)c1,0,1,-1
O=C(CCn1cnnc1)N1CCC(C(=O)N2CCCC2)CC1,.,-6,-6
CC(C)(CO)CCCNC(=O)C1Cc2cccc(F)c2O1 (stereo not given),5,0,.
Fc1ccc(-c2cc(C(F)(F)F)nc(N3CCCC3)n2)cc1,2,8,.
Cc1ccccc1C(=O)N[C@@H]1CCCCC1NC(=O)C1CCCN(C(=O)c2cc(C(F)(F)F)cc(C(F)(F)F)c2)C1 (stereo not given in full),2,-6,-6
CN(Cc1ccc(C(C)(C)C)cc1)C(=O)C1CCN(S(=O)(=O)c2cc(C(N)=O)n(C)c2)CC1,2,-3,.
O=S(=O)(Nc1ccccn1)c1c(Cl)cccc1Cl,1,-4,-5
Cc1nc(C)n(CCNS(=O)(=O)NCc2ccccc2)n1,4,-2,.
CCOCCCN(CC(=O)c1c(C)c(C(=O)OCC)n(CC)c1C)S(=O)(=O)c1cccc(C(F)(F)F)c1,12,1,-3
CNC(=O)Cn1nc(C2CC2)c2cnn(-c3cccc(Cl)c3)c2c1=O,8,-5,.
Cc1nc(C)n(CC2CN(Cc3nccn3C)CCO2)n1 (stereo not given),-6,2,2
CN(Cc1ccsc1)C(=O)Cc1nc(-c2ccccc2)n[nH]1,13,-4,-12
COC(=O)c1c(C)[nH]c(C(=O)COC(=O)c2cnn(C)c2C)c1C,1,1,.
NCC1Cc2cc(-c3nc4ccccc4s3)cc(Cl)c2O1 (stereo not given),2,0,.
CN1CCCc2cc(C(CNC(=O)c3ccc(Br)o3)N(C)C)ccc21 (stereo not given),11,-2,.
CCN1CCN(c2c(CN(C(=O)c3ccc(Cl)c(Cl)c3)C(C)C)c(C)nn2-c2cccc(F)c2)CC1,-2,-7,-5
O=C(c1ccc(Oc2ccccc2)o1)N1Cc2cnn(CCO)c2C1,.,-11,-10
NC(=O)Cc1cc(=O)[nH]c(=S)[nH]1,1,-5,.
COc1cc(OC)cc(-c2nnc(SCc3cc(F)ccc3F)n2C2CCCCC2)c1,31,-10,-6
Cc1nc(CN2CCCC(CCc3ccc(F)cc3)C2)no1 (stereo not given),.,-2,-11
CC(C)c1ccc(CC(=O)N2CCC2(C)C(=O)NCc2cccnc2)cc1 (stereo not given),11,-7,-3
NC(=O)COC(=O)C=Cc1ccc(I)o1,1,-2,.
COc1cccc(C2CNCC2CN(CC(C)C)C(C)=O)c1 (stereo not given),17,-5,.
COC(=O)c1ccc(N=Cc2nc(-c3ccc(Cl)cc3)oc2O)cc1,19,-1,-5
CCOC(=O)C1=C(O)/C(=C\c2ccc(O)c(O)c2)SC1=Nc1cccc(Cl)c1,-1,-1,-3
O=C(c1cccnc1/C=C/c1ccccc1)N1C[C@H]2CC[C@@H]1C2,-3,-2,.
CCC(C)n1c(C)c(C)n2c3c(=O)n(CC(=O)OC)c(=O)n(C)c3nc12 (stereo not given),0,-6,-7
Cc1ccc(S(=O)(=O)N2CCN(Cc3nc(-c4ccccc4Cl)no3)CC2)c(C)c1,6,-2,-8
O=C(Cc1ccc(Cl)cc1Cl)NCc1ccc2c(c1)OCCO2,8&2,-5&-7,.
CCOc1cc2c(cc1OCC)CN(C(=O)CCN1C(=O)COc3ccccc31)CC2,0,1,-6
c1ccc(-c2nc(CN3CCCC3c3ccccn3)no2)cc1 (stereo not given),1,-6,-11
COCCN(CC(=O)N(Cc1cccn1Cc1ccccc1)C1CCCCC1)C(=O)/C=C/c1ccccc1,-5,-7,-6
O=C(NCc1cccc(F)c1)c1csc(COc2ccc3c(c2)OCO3)n1,2,-3,-5
CCOCC(=O)NNC(=O)c1ccc(=O)n(Cc2ccc(Cl)cc2)c1,-8,-4,-2

# Screening data: PubChem BioAssay, Fisher Drug Discovery Resource Center
